KCNQ2 inh – KCNQ2 channel blockers in CHO-K1 cells – cell-based, FluxOR thallium flux, B-score, primary screen (AID 2156) | 310,000 tested, 1.1% active | O88943 | B-score at 10 µM | 20 min; hits give low values;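 active = fluorescence ratio B-score at most minus 3 library SDs, with starting brightness B-score within 2 library SDs, cut at about -5.5 in these data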
STK33 inh – blocks human STK33 kinase activity; AID 2661; purified STK33, MBP phosphorylation, ADP-Glo luminescence; 320,000 tested, 0.073% active; inhibition, % at 10 µM;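 active = inhibition at or above 25%, using the most active replicate where run in duplicate; inactive = inhibition below 25%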
Target sequence (Q9BYT3 whole entry, looked up): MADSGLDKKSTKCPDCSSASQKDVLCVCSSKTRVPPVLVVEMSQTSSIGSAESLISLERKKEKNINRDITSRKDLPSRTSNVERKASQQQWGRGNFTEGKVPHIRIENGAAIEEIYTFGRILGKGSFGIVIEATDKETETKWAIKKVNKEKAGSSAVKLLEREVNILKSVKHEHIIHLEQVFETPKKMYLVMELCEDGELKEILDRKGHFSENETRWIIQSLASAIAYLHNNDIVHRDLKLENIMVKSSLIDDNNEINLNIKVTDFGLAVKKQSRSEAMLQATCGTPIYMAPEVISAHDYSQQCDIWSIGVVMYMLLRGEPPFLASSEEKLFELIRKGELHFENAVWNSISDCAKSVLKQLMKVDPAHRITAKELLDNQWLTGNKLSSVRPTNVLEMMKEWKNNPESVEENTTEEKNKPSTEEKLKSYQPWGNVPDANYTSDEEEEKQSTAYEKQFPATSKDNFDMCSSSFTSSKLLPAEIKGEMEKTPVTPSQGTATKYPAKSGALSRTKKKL
OX1R antag – blocks the human orexin 1 receptor. O43613. OX1R-expressing cells, FRET antagonist read-out. inhibition, % at 6.6 µM. 330,000 tested, 1.8% active. AID 485270; in the data active = inhibition mostly above about 38%, no sharp cut-off; inactive = mostly below about 40%;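 also: 0% = agonist challenge alone and 100% = reference antagonist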
Target sequence (O43613 whole entry, looked up): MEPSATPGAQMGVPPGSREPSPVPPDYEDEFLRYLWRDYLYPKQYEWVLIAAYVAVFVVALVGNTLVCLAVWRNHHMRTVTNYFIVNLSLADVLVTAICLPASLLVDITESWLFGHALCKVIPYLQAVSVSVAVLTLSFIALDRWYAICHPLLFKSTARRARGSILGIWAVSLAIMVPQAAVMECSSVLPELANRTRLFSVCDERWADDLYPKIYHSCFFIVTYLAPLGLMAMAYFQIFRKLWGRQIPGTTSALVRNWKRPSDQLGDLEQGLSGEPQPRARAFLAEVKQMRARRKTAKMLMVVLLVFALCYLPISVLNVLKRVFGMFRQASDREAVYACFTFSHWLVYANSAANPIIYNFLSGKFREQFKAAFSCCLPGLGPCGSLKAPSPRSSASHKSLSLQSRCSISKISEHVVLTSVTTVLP
* = called active by the depositor; i = inactive; nt = not tested or not shown. This is a random part of the collection. Share with any hit: about 2.7%.

1	COC(=O)C1CCN(C(=O)C2CCC(=O)N(CCCc3ccccc3)C2)CC1 (stereo not given)
2	O=C(NNC(=O)C1CC1c1ccccc1)Nc1cccc(Cl)c1 (stereo not given)
3	COc1ccc(-c2nc3n(c2C)CCC3)cc1
4	N#CC(C(=O)NC1CCCCC1)c1nc2ccccc2nc1N1CCN(c2ccccc2F)CC1 (stereo not given)
5	NC(=O)c1ccsc1NC(=O)c1cccs1
6	CCCCc1nnc(NC(=O)CCN2C(=O)C3CC=CCC3C2=O)s1 (stereo not given)
7	COc1cccc(NC(=O)CSc2ccc3nnc(-c4cccnc4)n3n2)c1
8	O=C1Nc2ccccc2C(O)(C(=O)NC2CC2)N1c1ccc(Cl)c(Cl)c1 (stereo not given)

Assay by compound,1,2,3,4,5,6,7,8
KCNQ2 inh,i,i,i,nt,i,nt,i,i
STK33 inh,-0.7,0.2,0.9,-0.2,13.7,1.5,0.1,-0.4
OX1R antag,7.5,16.3,14.1,6.8,26.6,0.0,6.9,15.8

9	COc1cc(OC)cc(C(=O)N[C@H](C(=O)OCC(=O)c2ccc3c(c2)NC(=O)CO3)C(C)C)c1
10	Cc1ccc(/C=C/c2onc(C)c2S(=O)(=O)N2CCC(C(=O)NC(C)(C)C)CC2)cc1
11	COc1ccc(N2CCN(C(=O)c3cc(-c4cc(OC)ccc4OC)nc4ccccc34)CC2)cc1
12	CCOC(=O)N1CCC(Nc2ncnc3c2cnn3-c2ccccc2)CC1
13	CC(C)(C)c1ccc(N2C(=O)CSC2c2cccnc2)cc1 (stereo not given)
14	O=C(COC(=O)COc1ccccc1)NCc1ccco1
15	CC1=C(C(=O)c2ccccc2)C(c2cccc([N+](=O)[O-])c2)NC(=S)N1 (stereo not given)
16	Cc1nc2cc(-c3sccc3-n3cccc3)nn2c(C)c1C

Assay by compound,9,10,11,12,13,14,15,16
KCNQ2 inh,i,i,i,i,i,i,i,i
STK33 inh,-0.6,1.1,-0.4,1.8,0.6,-1.0,-0.7,1.1
OX1R antag,8.1,5.5,30.7,9.6,6.9,14.9,7.6,52.1*

17	CCOC(=O)c1cnn(-c2sc(C(=O)OCC)c(C)c2C(=O)OCC)c1N
18	O=C(COc1ccccc1)Nc1ccccc1NS(=O)(=O)c1cccs1
19	CC(C)C(C(=O)NCc1ccccc1)N(CC1CCCO1)C(=O)CNS(=O)(=O)c1ccccc1 (stereo not given)
20	O=C(CSc1nnc(-c2ccco2)n1-c1ccccc1)Nc1c(Cl)cc(Cl)cc1C(=O)O
21	COC(=O)c1sc(N)c(C(=O)OC)c1COC(=O)CNS(=O)(=O)c1ccc(C)cc1
22	CCOC(=O)N1CCN(C(=O)CNC(=O)c2ccc(Cl)cc2Cl)CC1
23	Cc1c(CC(=O)NCCCC(=O)O)c(=O)oc2cc3oc4c(c3cc12)CCCC4
24	O=C(COc1ccc2ccccc2c1)NNC(=O)Nc1ccc(F)cc1F

Assay by compound,17,18,19,20,21,22,23,24
KCNQ2 inh,i,i,i,nt,i,nt,i,i
STK33 inh,0.0,-0.2,-0.8,-0.2,-1.3,-0.2,-1.3,-0.5
OX1R antag,11.3,16.6,10.3,0.2,12.2,4.5,-13.2,-9.7

25	COc1ccc(-n2nc([N+](=O)[O-])c(=NCc3cccnc3)n2O)cc1
26	COc1ccc(CNC(=O)COC(=O)/C=C/c2cccc(Br)c2)cc1
27	COc1cc(/C=C/C(=O)c2ccc3c(c2)OCO3)cc(Cl)c1O
28	CCOc1ccc(-n2c(=O)c3ccccc3c3ccccc3c2=O)cc1
29	CCn1c(CN2CCOCC2)nnc1SCC(=O)Nc1ccccc1C
30	CCCCC(=O)N(CCOC)c1nnc(-c2cccnc2)s1
31	C=CCOc1c2ccc(C(=O)NCc3ccccc3OC)cc2nn1C
32	CCOc1ccc(NC(=O)c2ccncc2)cc1

Assay by compound,25,26,27,28,29,30,31,32
KCNQ2 inh,i,i,i,i,i,i,i,i
STK33 inh,-2.3,-0.5,1.3,-1.6,-1.1,0.7,-0.8,0.5
OX1R antag,123.2*,27.9,13.1,4.6,22.4,7.9,21.8,13.3

As a short view, part of the list above.
26	COc1ccc(CNC(=O)COC(=O)/C=C/c2cccc(Br)c2)cc1
27	COc1cc(/C=C/C(=O)c2ccc3c(c2)OCO3)cc(Cl)c1O
28	CCOc1ccc(-n2c(=O)c3ccccc3c3ccccc3c2=O)cc1
29	CCn1c(CN2CCOCC2)nnc1SCC(=O)Nc1ccccc1C
30	CCCCC(=O)N(CCOC)c1nnc(-c2cccnc2)s1
31	C=CCOc1c2ccc(C(=O)NCc3ccccc3OC)cc2nn1C
32	CCOc1ccc(NC(=O)c2ccncc2)cc1

Assay by compound,26,27,28,29,30,31,32
KCNQ2 inh,i,i,i,i,i,i,i
STK33 inh,-0.5,1.3,-1.6,-1.1,0.7,-0.8,0.5
OX1R antag,27.9,13.1,4.6,22.4,7.9,21.8,13.3

New compounds follow:
33	COC(=O)CN1C(=O)N/C(=C/c2cc3c(cc2OC)OCO3)C1=O
34	O=C(NC(=S)Nn1cnc2c(cnn2-c2ccccc2)c1=O)c1ccc(Oc2ccccc2)cc1
35	CCn1cc(SCC(=O)NCc2ccc3c(c2)OCO3)c2ccccc21
36	CCOc1ccc(C(=O)N2CCCN(C(=O)c3ccc(OCC)cc3)CC2)cc1
37	COc1ccccc1NC(=O)Cc1nnc(SCC(=O)NC2=NCCS2)n1C
38	Cc1ccc(NC(=O)c2cccc3c2-c2ccccc2C3=O)cc1C
39	O=C(COC(=O)COc1ccccc1)Nc1cccnc1Cl
40	CC(C)C(=O)Nc1nnc(Cc2ccccc2)s1

Assay by compound,33,34,35,36,37,38,39,40
KCNQ2 inh,i,i,i,i,i,i,nt,i
STK33 inh,-1.0,0.2,1.0,-1.2,-0.4,-1.0,-0.1,-0.5
OX1R antag,24.8,19.3,27.8,27.2,23.3,11.0,4.6,11.7

41	Cc1c(C(=O)Nc2nnc(C3CC3)s2)oc2c(Cl)cccc12
42	CC(=O)/C(C#N)=C1\NC(=O)C(Cc2ccccc2C)S1 (stereo not given)
43	COC(=O)C(CCSC)NC(=O)c1cc2c(n(-c3ccc(C)cc3)c1=O)CCCC2=O (stereo not given)
44	CN(CC(=O)Nc1ccc(N2CCOCC2)cc1)C(=O)CCNC(=O)c1ccccc1Cl
45	CN1CCN(C(=O)c2ccc(N(C)S(=O)(=O)c3cccs3)cc2)CC1
46	Cc1cc(N/N=C2/CCCc3ccccc32)nc2ccccc12
47	COC(=O)c1cnc2c(C(F)(F)F)cccc2c1OC
48	Cc1ccc(O)c(C(=O)c2coc(=N)c(C(=O)NC(C)C)c2)c1

Assay by compound,41,42,43,44,45,46,47,48
KCNQ2 inh,i,i,i,i,i,i,nt,i
STK33 inh,0.2,0.9,0.1,1.3,0.2,-1.4,0.8,1.4
OX1R antag,42.9,18.3,13.5,16.7,9.8,1.6,9.5,7.0

49	Cc1ccc(S(=O)(=O)NNC(=S)NCCc2ccccc2)cc1
50	COc1cc(Br)c(CN2C(=O)NC3(CCCCCC3)C2=O)cc1OC
51	Cc1ccc(CNC(=O)CN(C)S(=O)(=O)c2cccc3nsnc23)cc1
52	O=C(CC12CC3CC(CC(C3)C1)C2)N1CCCC1
53	C=CCC[C@@H](Cc1ccc(F)cc1)C(=O)OC[C@@H](NC(=O)[C@H](CC=C)CC(=O)NCCO)C(C)(C)C
54	Cc1ccccc1CSc1nnc(CCCCCNC(=O)OC(C)(C)C)o1
55	COc1ccc(/C=C/c2nc3ccccc3n2Cc2ccc(OC)c(OC)c2)cc1
56	O=C(NCCN1C(=O)S/C(=C\c2ccc(OC(F)F)cc2)C1=O)C1=COCCO1

Assay by compound,49,50,51,52,53,54,55,56
KCNQ2 inh,i,i,i,i,nt,i,i,i
STK33 inh,0.7,-0.4,-1.5,0.2,-2.5,-1.6,0.4,0.2
OX1R antag,22.4,15.4,71.3*,26.4,13.8,13.2,18.6,27.9

57	Cc1nc(Cl)cc(N/N=C/c2ccc(O)cc2)n1
58	Cc1csc(NC(=O)COCC(=O)O)c1-c1nc2ccccc2s1
59	O=C(NC1CCCCC1)N(Cc1nc2ccccc2c(=O)[nH]1)C1CCCC1
60	COc1cc(OC)cc(C(=O)N[C@H](C(=O)Nc2nc3ccc(S(C)(=O)=O)cc3s2)C(C)C)c1
61	CN1C(=O)/C(=C/c2cn(CC(=O)NCc3ccco3)c3ccccc23)NC1=S
62	O=C(CCNC(=O)c1ccco1)NCCc1ccc(Cl)cc1
63	CCOc1cc(/C=C2\C(=O)N(c3cccc(C(F)(F)F)c3)C(=O)c3ccccc32)ccc1O
64	O=C(C1CCCC1)N1CCN=C1SCc1cccc([N+](=O)[O-])c1

Assay by compound,57,58,59,60,61,62,63,64
KCNQ2 inh,i,i,i,i,i,i,i,i
STK33 inh,2.8,2.4,-2.8,-0.6,-0.6,0.8,-0.2,-0.2
OX1R antag,9.6,52.5*,8.3,7.2,36.2,nt,11.2,34.4

65	CC(C)(C)NC(=O)CSc1nc(O)cc(=O)n1-c1ccccc1F
66	CC(=O)N1CCc2c(sc(NC(=O)Cc3ccc(F)cc3)c2C#N)C1
67	COc1ccc(C)cc1NC(=O)Nc1cccc(C(=O)O)c1
68	O=C(N/N=C/c1cccs1)c1ccccn1
69	COc1ccc(NC(=S)N(Cc2ccc(C(=O)O)cc2)Cc2ccc(OC)c(OC)c2)cc1
70	CC(=O)n1cc(Nc2ccccc2C(=O)O)c2ccccc21
71	CC(C)(C)NC(=O)C(=O)NNC(=O)c1ccco1
72	Cc1ccn2c(CNCCn3cccn3)c(C(=O)N3CCCCCC3)nc2c1

Assay by compound,65,66,67,68,69,70,71,72
KCNQ2 inh,i,i,i,i,i,i,i,i
STK33 inh,-0.2,0.1,0.6,2.2,-1.1,6.0,nt,0.7
OX1R antag,-3.0,6.5,6.2,14.4,14.7,3.5,21.0,5.1

73	Cc1ccc(-c2nn(-c3ccc(F)cc3)cc2C(=O)N2CCN(C3CCS(=O)(=O)C3)CC2)cc1 (stereo not given)
74	Cc1[nH]c(=O)c(C#N)cc1-c1ccncc1
75	O=C(NCc1cccnc1)c1cccc(-c2cc3ccccc3oc2=O)c1
76	COc1ccc(Cc2nnc(SCC(=O)N(C)CC(=O)Nc3ccc(C)cc3)o2)cc1
77	CCOC(=O)C1=C(COC(=O)/C=C/c2ccc(SC)cc2)NC(=O)NC1C (stereo not given)
78	CCCCOC(=O)Nc1ccc(OC)cc1S(=O)(=O)N1CCOCC1
79	CCOC(=O)C1CCN(C(=O)CCN2C(=O)C3C4C=CC(C4)C3C2=O)CC1 (stereo not given)
80	O=C1CC(c2ccc(O)cc2)Oc2ccccc21 (stereo not given)

Assay by compound,73,74,75,76,77,78,79,80
KCNQ2 inh,nt,i,i,i,i,i,i,nt
STK33 inh,-0.5,-2.3,0.7,0.1,0.6,0.3,-1.3,3.0
OX1R antag,-3.3,10.0,28.7,4.5,12.1,-1.1,4.7,9.6

81	O=C(COn1nnc2ccc(C(F)(F)F)cc21)Nc1c(Cl)cccc1Cl
82	COc1ccc(Nc2nc(-c3ccccc3)nc3ccccc23)c(OC)c1
83	Clc1ccc(C[n+]2cc(-c3ccccc3)n3c2CCCCC3)c(Cl)c1
84	O=C(NCCC1CCCCN1S(=O)(=O)c1ccc(F)cc1)C(=O)NC1CCCC1 (stereo not given)
85	Cc1ccccc1-n1c(=O)c2ccccc2n2nnnc12
86	O=C(NCc1ccc2c(c1)OCO2)c1ccc(S(=O)(=O)NCC2CCCO2)cc1 (stereo not given)
87	COc1ccccc1N1CC(C(=O)OC(C)C(=O)N2CCCc3ccccc32)CC1=O (stereo not given)
88	CCS(=O)(=O)NCCc1ccc(OC)c(OC)c1

Assay by compound,81,82,83,84,85,86,87,88
KCNQ2 inh,i,i,i,i,i,i,i,i
STK33 inh,0.7,-2.3,nt,nt,0.1,-0.3,-2.1,-3.6
OX1R antag,19.7,21.8,18.5,19.7,7.9,12.6,30.3,-3.5

89	CC1CCN(Cc2c(C(=O)N/N=C/c3ccccc3O)nnn2-c2nonc2N)CC1
90	Cn1cc(C(=O)NC2CCCCCC2)c(=O)c2cc(S(=O)(=O)N3CCCC3)ccc21
91	CC1Cc2ccccc2N1S(=O)(=O)c1cnc(Cl)c(Br)c1 (stereo not given)
92	COc1ccccc1-c1nnc(NC(=O)CSc2nncn2C)s1
93	O=C(Nc1ccc(Cl)c(Cl)c1)c1ccccc1

Assay by compound,89,90,91,92,93
KCNQ2 inh,i,i,i,i,nt
STK33 inh,-0.7,-0.5,-0.3,-0.1,0.2
OX1R antag,20.6,13.0,9.6,9.7,33.4
